VLA-4 inh: inhibition in a human VLA-4 binding assay | 0.2% of 330,000 active | VLA-4 expressing cells, ligand binding flow cytometry | P13612 | AID 2557 | inhibition, % (about 7 µM as worked out from the volumes in the protocol); in the data active = inhibition above about 50%
GRK2 aptamer HTS: human GRK2 inhibition via aptamer displacement. inhibition of aptamer binding, % at 10 µM. 0.59% of 330,000 active. bead flow cytometry, FAM-aptamer displacement from GRK2. P25098. AID 488847;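 active = inhibition of aptamer binding above 40%, roughly 3 SD of noise, on plates passing a quality check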;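 note: median bead fluorescence of bound FAM aptamer so fluorescent compounds give negative values; no value below 0 was filed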
Target sequence (P25098 whole entry, looked up): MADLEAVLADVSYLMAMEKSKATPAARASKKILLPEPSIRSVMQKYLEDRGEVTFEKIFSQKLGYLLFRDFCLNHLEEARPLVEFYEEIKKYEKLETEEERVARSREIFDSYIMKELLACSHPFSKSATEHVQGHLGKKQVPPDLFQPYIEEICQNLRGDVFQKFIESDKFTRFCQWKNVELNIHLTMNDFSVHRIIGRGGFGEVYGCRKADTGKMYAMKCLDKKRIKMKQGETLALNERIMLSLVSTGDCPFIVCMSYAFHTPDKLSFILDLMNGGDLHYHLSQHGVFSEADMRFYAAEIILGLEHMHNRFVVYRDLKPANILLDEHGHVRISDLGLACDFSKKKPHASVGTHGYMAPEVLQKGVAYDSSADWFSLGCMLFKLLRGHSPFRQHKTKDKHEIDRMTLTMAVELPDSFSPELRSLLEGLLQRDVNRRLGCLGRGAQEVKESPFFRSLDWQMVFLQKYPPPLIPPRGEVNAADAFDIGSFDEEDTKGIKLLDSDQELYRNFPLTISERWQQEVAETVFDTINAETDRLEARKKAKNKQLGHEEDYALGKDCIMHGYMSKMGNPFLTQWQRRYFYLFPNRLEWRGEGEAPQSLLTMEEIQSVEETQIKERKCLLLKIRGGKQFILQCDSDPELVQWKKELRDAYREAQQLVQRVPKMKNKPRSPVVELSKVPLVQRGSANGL
GLD-1 RNA inh: GLD-1-TGE RNA interaction inhibition (C. elegans) | Q17339 | purified GLD-1 + fluorescein TGE RNA, fluorescence polarization | inhibition, % at 5.96 µM | 0.44% of 320,000 active | AID 2280;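 active = percent inhibition above a per-plate cutoff, the plate mean of test compounds plus 3 SD, cut at about 30% in these data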;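 note: 0% = DMSO wells with GLD-1 and probe and 100% = wells lacking GLD-1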
CIT2 TOR yeast: yeast TOR pathway CIT2-GFP modulation; 0.065% of 320,000 active; S. cerevisiae CIT2-GFP strain, flow cytometry, 3 h; 100 means same as DMSO wells; GFP response vs DMSO, % at 10 µM; AID 2029;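 active = GFP response relative to DMSO above a set limit, near the screen mean plus 3 SD, cut at about 150% in these data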;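 note: ratio of well median GFP fluorescence to mean of DMSO wells on the plate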
BCLXL inh: blocks human Bcl-xL binding to Bim BH3 peptide; Q07817; GST-Bcl-xL / FITC-Bim BH3 peptide fluorescence polarization; inhibition, % at 10.9 µM; 0.7% of 320,000 active; AID 2129;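 active = inhibition above the mean of all tested compounds plus 3 SD, cutoff set per campaign, cut at about 30% in these data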;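 note: 0% = DMSO wells and 100% = unlabeled Bim-BH3 peptide competitor; inhibitors lower millipolarization by displacing the labeled peptide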
Target sequence (Q07817 whole entry, looked up): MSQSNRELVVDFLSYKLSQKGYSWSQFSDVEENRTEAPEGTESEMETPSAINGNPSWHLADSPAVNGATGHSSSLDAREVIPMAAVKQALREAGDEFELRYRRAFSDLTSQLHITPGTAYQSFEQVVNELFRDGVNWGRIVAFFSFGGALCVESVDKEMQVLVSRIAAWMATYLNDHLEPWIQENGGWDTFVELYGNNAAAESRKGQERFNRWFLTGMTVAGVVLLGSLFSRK
AGP1-GFP MLPCN: modulators of TOR pathway AGP1-GFP in S. cerevisiae; GFP response vs DMSO, % at 10 µM; S. cerevisiae AGP1-GFP multiplex flow cytometry, 3 h; GFP as percent of DMSO wells; 0.02% of 320,000 active;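 active = GFP response relative to DMSO above a set limit, near screen average plus 3 SD, cut at about 150% in these data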;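 note: median GFP channel fluorescence of the gated AGP1 strain per well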
Fam108B inh: counter-screen for RBBP9 inhibitors: inhibitors of mouse Fam108B; recombinant Fam108B, FP-Rh probe fluorescence polarization; inhibition, % at 9.51 µM; 0.33% of 300,000 active; AID 1947;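 active = inhibition above the screen mean inhibition plus 3 SD, computed separately per campaign, cut at about 18% in these data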;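 note: inhibitors lower polarization as less probe binds the enzyme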
MEX-5 binding: C. elegans MEX-5 TCR-2 RNA binding activity; Q9XUB2; MEX-5/FITC-TCR2 RNA binding, fluorescence polarization; active compounds read low; 0.38% of 300,000 active; activity score (negative = inhibition of binding), % at 10 µM;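 active = inhibition past about -25% in most replicates, and total fluorescence under double the plate's negative control median, limit read from the data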;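 note: 0% = DMSO and -100% = 5 µM competing unlabeled TCR2 RNA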
MCL1 BIM primary: inhibitors of human MCL1 binding to BIM-BH3 peptide; inhibition, % at 10.9 µM; GST-MCL1 / FITC-Bim-BH3 fluorescence polarization; Q07820; 0.68% of 320,000 active;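 active = inhibition above the mean inhibition of all tested compounds plus 3 SD, set per campaign, cut at about 40% in these data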;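 note: 0% = DMSO wells and 100% = unlabeled Bim-BH3 peptide control; higher means more loss of mP so more displacement of Bim peptide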
* hit, by the source's call; · = no result given. No enrichment for hits; overall some 2.2% were active at least once.

SMILES	VLA-4 inh	GRK2 aptamer HTS	GLD-1 RNA inh	CIT2 TOR yeast	BCLXL inh	AGP1-GFP MLPCN	Fam108B inh	MEX-5 binding	MCL1 BIM primary
O=[N+]([O-])c1ccccc1S(=O)(=O)N1CCN(Cc2cc3c(cc2O)OCO3)CC1	18	1	3	99	8	97	13	1.5	3
Cc1ccccc1CSc1nnc(-c2ccccn2)n1C	7	3	0	87	5	102	0	2.5	2
O=C(COC(=O)C1(c2ccc(F)cc2)CCCC1)N1CCN(C(=O)c2ccco2)CC1	-4	0	7	92	4	95	1	0.7	3
Cc1cccc(NC(=O)C2CC(=O)NC(Nc3nc4ccccc4s3)=N2)c1 (stereo unspecified)	5	1	0	96	3	105	-2	·	5
COCCNC(=O)CSc1nc2ccccc2c(=O)n1CC1CCCO1 (stereo unspecified)	-3	0	-6	104	-4	110	3	2.4	5
O=C(N/N=C/c1ccc([N+](=O)[O-])o1)c1cccc(S(=O)(=O)N2CCOCC2)c1	-6	2	4	111	5	109	4	-7.5	13
COc1ccc(-c2nnn(CC(=O)NC(=O)NC3CCCCC3)n2)cc1OC	12	0	5	96	5	109	·	·	-1
O=c1[nH][nH]c(=O)c2cc(N3CCCC3)ccc12	20	3	-2	101	0	105	1	-8.1	1
c1ccc(CCCNCC2COc3ccccc3O2)cc1 (stereo unspecified)	8	0	1	106	3	101	0	-0.9	15
O=C(NCc1ccccc1)c1ccc(-c2ccc(F)cc2)o1	1	0	8	107	4	·	-3	-1.6	7
Cc1ccn2c(=O)c(C(=O)NCCN3CCOCC3)c(O)nc2c1	-8	6	-3	102	1	94	-2	3.0	6
COc1ccc(NC(=O)c2ccc(Br)o2)c([N+](=O)[O-])c1	8	0	-2	101	0	100	-1	-3.1	-6
O=C(NCc1ccco1)C(c1ccccc1F)N(Cc1cccnc1)C(=O)Cn1nnc2ccccc21 (stereo unspecified)	6	0	1	101	4	105	-3	-1.7	0
O=C(Cc1ccc(Cl)c(Cl)c1)Nc1ccc2[nH]c(=O)[nH]c2c1	7	2	5	111	2	109	-20	1.2	-2
Cc1ccc(C2CC(=O)Nc3cc4c(cc32)OCCO4)s1 (stereo unspecified)	-3	6	2	90	2	96	3	-2.5	5
CC(C)(C)c1ccc(/C=N/NC(=S)Nc2cccnc2)cc1	3	1	1	98	6	99	0	-1.1	-3
CC(C)(Oc1ccc(Cl)cc1)C(=O)NC1CC1	-5	0	4	104	3	109	0	0.0	1
CCOc1ccc(C(=O)NCC(=O)OCCCC(=O)c2ccc(F)cc2)cc1OCC	-15	4	-2	97	-3	99	·	·	2
Cc1nc2ncc(Br)cc2[nH]1	12	1	2	98	2	95	0	0.1	7
O=C(COc1ncnc2sccc12)Nc1cccc(S(=O)(=O)N2CCOCC2)c1	47	3	-1	103	-7	107	·	·	-4
O=C1/C(=C/c2ccc(Br)cc2)Oc2cc(O)ccc21	24	0	76*	97	21	103	7	-40*	24
COc1ccc(S(=O)(=O)NCC(=O)N(CC(=O)NCc2ccccc2)Cc2ccco2)cc1	0	0	0	97	4	94	3	-2.9	7
COc1ccc(-c2cc(C(=O)N(C)Cc3nc4ccccc4c(=O)[nH]3)c3ccccc3n2)cc1OC	13	29	10	100	·	93	·	·	·
CSc1ncccc1C(=O)Nc1cccc(S(=O)(=O)N2CCCC2)c1	-1	4	2	101	·	106	·	·	·
Nc1ccc(-c2cc(-c3cccc(N)c3)nc(-c3ccccc3)n2)cc1	1	0	8	91	-1	88	16	1.1	-2

Records above printed as active in GLD-1 RNA inh.
molecule | VLA-4 inh | GRK2 aptamer HTS | GLD-1 RNA inh | CIT2 TOR yeast | BCLXL inh | AGP1-GFP MLPCN | MEX-5 binding | MCL1 BIM primary
O=C1/C(=C/c2ccc(Br)cc2)Oc2cc(O)ccc21 | 24 | 0 | 76* | 97 | 21 | 103 | -40* | 24

The listing continues.
SMILES	VLA-4 inh	GRK2 aptamer HTS	GLD-1 RNA inh	CIT2 TOR yeast	BCLXL inh	AGP1-GFP MLPCN	Fam108B inh	MEX-5 binding	MCL1 BIM primary
CC1(C)Cc2c(sc3nc4n(c(=N)c23)CCCCC4)CO1	1	0	-4	·	1	104	2	-2.8	-4
CCOC(=O)C(NCc1ccccn1)(NC(=O)c1cccnc1)C(F)(F)F (stereo unspecified)	-3	0	1	107	6	104	0	-7.4	10
O=C(COC(=O)c1cnccn1)Nc1ncc(C(F)(F)F)cc1Cl	-12	2	12	100	·	101	·	·	·
S=C(NCCCN1CCOCC1)NC1CC1	0	2	3	96	1	106	0	0.4	0
Cc1ccccc1C(=O)NNC(=O)/C=C\C(=O)O	9	0	2	101	14	97	3	-2.7	16
CC1(C)CC(=O)c2cc(NC(=O)c3ccc(F)cc3)c(=O)oc2C1	3	5	-7	93	4	103	2	0.0	2
Cc1cc2[nH]c(=O)c(=O)[nH]c2cc1S(=O)(=O)Nc1cccc(C)c1C	5	24	-2	93	-5	97	-1	-0.8	-1
C/C=C(/C)C(=O)Nc1cccc(C2=NOC3(C2)C[C@H](C(N)=O)N(C(=O)c2ccccc2)C3)c1 (stereo partly specified)	-10	30	4	100	-1	89	0	-4.7	-1
COc1ccc(N2CCN(S(=O)(=O)c3ccc(OC)c(C(=O)N4CCCC4)c3)CC2)cc1	-7	0	9	100	5	96	-2	0.8	1
Cc1ccc(Cn2c(N)c(S(=O)(=O)c3cccs3)c3nc4ccccc4nc32)cc1	-13	1	1	101	4	103	5	-0.7	7
COc1ccc(/C=N/NC(=O)CNc2n[nH]c(=O)[nH]c2=O)cc1OC	-3	0	5	80	1	94	-5	-2.0	9
COc1ccc(CNC(=O)CNC(c2ccccc2)c2ccccc2)cc1OC	0	0	4	108	2	107	2	0.4	-6
Cn1ncn2c(=O)c3c(nc12)-c1ccccc1CC31CCCC1	21	1	-8	78	-13	93	-4	2.2	-19
Cc1ccc(C(=O)Nc2ccccc2C(=O)Nc2ccccn2)cc1Cl	13	1	4	102	-5	100	-7	-2.2	-10
Cc1cc(Br)cc(Br)c1OCC(=O)NNC(=O)CCC(=O)NCc1ccccc1	-1	1	·	92	·	92	·	·	·
Cc1ccc2nc(NC(=O)CN3C(=O)NC4(CCCCC4)C3=O)sc2c1	-2	4	10	100	5	106	-2	-4.3	0
Cc1ccc2c3c1C1(C(=O)N3C(C)(C)CC2C)C(C#N)=C(N)Oc2cc(O)ccc21 (stereo unspecified)	7	3	6	88	4	96	-1	-3.8	-1
O=C(CSc1n[nH]c(-c2ccccc2O)n1)N1CCCc2ccccc21	14	2	-2	88	4	94	4	-2.1	8
Cc1nnc(NC(=O)c2ccc3c(c2)C(=O)N(CCC(C)C)C3=O)s1	3	3	7	102	5	100	3	0.2	9
Cc1cc(C)cc(NC(=S)NCc2cccnc2)c1	0	2	3	99	1	93	7	4.2	12
COc1ccc(CC(NC(C)=O)C(=O)NC2CCN(C(=O)C3CCCCC3)CC2)cc1OC (stereo unspecified)	-1	1	7	101	-4	103	1	0.7	-7
CC1Cc2cc(-c3csc(NC(=O)Cc4ccccc4)n3)ccc2N1S(C)(=O)=O (stereo unspecified)	-9	0	8	98	6	101	-8	-1.9	8
CCNC(=O)CC1SC(=Nc2ccc(Cl)cc2)N(CC)C1=O (stereo unspecified)	3	1	5	104	4	103	-2	3.4	-2
Cc1ccc(C(=O)Nc2cc(Cl)ccc2OC(=O)c2ccc(C)cc2)cc1	5	5	2	98	2	93	0	2.8	6
COc1ccc2nc3oc(C(=O)N4CCN(c5ccccc5F)CC4)cc3cc2c1	12	0	2	87	2	102	-4	-1.5	-5

An excerpt from above, showing only MEX-5 binding, BCLXL inh and Fam108B inh:
| SMILES | MEX-5 binding | BCLXL inh | Fam108B inh |
| --- | --- | --- | --- |
| Cc1ccc(C(=O)Nc2cc(Cl)ccc2OC(=O)c2ccc(C)cc2)cc1 | 2.8 | 2 | 0 |
| C/C=C(/C)C(=O)Nc1cccc(C2=NOC3(C2)C[C@H](C(N)=O)N(C(=O)c2ccccc2)C3)c1 (stereo partly specified) | -4.7 | -1 | 0 |

Other results.
SMILES	VLA-4 inh	GRK2 aptamer HTS	GLD-1 RNA inh	CIT2 TOR yeast	BCLXL inh	AGP1-GFP MLPCN	Fam108B inh	MEX-5 binding	MCL1 BIM primary
CCCCOc1ncnc2c1[nH]c1ccc(F)cc12	6	1	8	92	3	89	-3	1.3	0
CCn1cc(C(=O)N[C@H](C(=O)O)C(C)C)c(=O)c2cc3c(cc21)OCO3	6	0	-3	99	7	97	2	2.2	11
Cc1cccc(NC(=O)C2C3CCC4C(CCC32)C4(Cl)Cl)c1 (stereo unspecified)	3	0	-3	104	4	97	-2	0.2	8
CCC(C)N(NC(C)=O)c1nc(Cl)nc(NC(C)C)n1 (stereo unspecified)	6	1	3	98	1	108	-10	-0.4	-2
Cc1ccc(Nc2nc(COC(=O)COc3ccc(C=O)cc3)cs2)cc1	-15	2	6	98	-6	101	-1	3.0	-1
CCN1C(=NCCOC)N[C@@H](c2ccccc2)[C@H](C(=O)OC)[C@H]1C	4	0	5	92	·	97	·	·	·
Cn1nnnc1SCCNC(=O)C1CCC(=O)N(Cc2ccccc2F)C1 (stereo unspecified)	-3	0	1	100	4	92	0	-0.9	2
CSc1ccc(/C=C2\C(=N)N3N=C(CC(=O)N4CCOCC4)SC3=NC2=O)cc1	5	3	4	106	8	110	-1	1.2	2
CCN(C(=O)CSc1nnc(Nc2ccc(OC)cc2)s1)C1CCS(=O)(=O)C1 (stereo unspecified)	-2	5	-3	124	·	100	·	·	·
CN=C(NC)SC1CC(=O)N(c2ccccc2)C1=O (stereo unspecified)	-4	1	10	93	3	94	-1	1.1	0
CCOC(=O)c1ccc(NC(=O)Cn2cccc2)cc1	-8	0	5	90	4	96	2	0.4	8
Cc1ccc(C(=O)NNC(=O)CSc2nnc(-c3ccncc3)n2-c2ccc(C)cc2)cc1	5	2	-9	93	4	96	2	-0.3	-8
CCn1c(=S)[nH]c2nc3c(cc2c1=O)CCCC3	5	3	-6	98	4	103	0	0.5	4
CCCCn1c(N)c(N(CC)C(=O)CSc2nnc(-c3ccco3)n2CC)c(=O)[nH]c1=O	10	3	3	104	-1	106	1	-3.2	-4
CCOc1ccc(N(CC)S(=O)(=O)c2cccc3nsnc23)cc1	-6	0	-1	88	3	87	5	1.7	1
Cc1noc(C)c1CSc1ncnc2sc3c(c12)CCCCC3	42	0	0	105	2	90	-2	-0.7	0
CC(C)(C)N1NC(=O)Nc2ccccc2C1=O	-3	0	-1	86	0	95	-2	1.0	3
O=C(O)C/C(=C\c1cc(Br)cs1)c1nc2ccccc2o1	2	0	1	88	-11	76	3	-0.6	0
COc1ccccc1C(=O)COC(=O)c1ccc(N(C)C)cc1	-23	0	-4	96	2	90	0	0.5	6
O=C(Nc1nccs1)c1cc(S(=O)(=O)N2CCCCC2)ccc1Cl	12	1	-2	110	3	114	10	1.4	5
Cc1ccc(-n2nc(C)c(/C=N/NC(=O)c3cccnc3)c2Cl)cc1	3	0	9	98	4	96	-1	-0.2	2
O=C(COC(=O)C1(c2ccc(Cl)cc2)CCCC1)Nc1ncc(C(F)(F)F)cc1Cl	-10	0	5	100	9	96	-9	-0.6	-5
O=C(c1cc(COc2c(F)cccc2F)on1)N1CCC(c2ccccc2F)C1 (stereo unspecified)	-47	1	-1	93	-5	104	0	-0.4	2
CCn1c(SCc2cccc(C(F)(F)F)c2)nnc1-c1ccco1	-4	0	-4	92	0	99	-1	1.3	8
CCN(CC)Cc1c(O)ccc2c(=O)c(-c3ccccc3)coc12	-38	0	10	102	18	103	2	-1.4	22
Cc1ccc(NC(=O)CSCc2cc(=O)n3ccsc3n2)cc1	0	13	-3	101	4	95	5	0.3	-3
CCC(C)NC(=O)c1cc(-c2ccccc2O)on1 (stereo unspecified)	-1	0	-2	93	4	102	-7	2.6	7

Compound activity as filed in PubChem BioAssay.
